Bioassay records as filed in PubChem BioAssay.
XBP1 UPR activ: activators of adaptive XBP1 UPR arm, primary screen, cell-based, CHO-XBP1 luciferase reporter, luminescence, uHTS | IRE1-XBP1 UPR activation; percent of tunicamycin response, DMSO as zero | hit rate 0.33% among 330,000 | activation, % at 20 µM;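 active = versus positive control, 20 µM dose yields 30% or more activation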;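 also: 100% = tunicamycin at 10 µg/mL and 0% = DMSO only wells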
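Signal: luciferase luminescence; Assay system: CHO-XBP1 luciferase reporter cells; Amount: one thousand reporter cells per well; Dosing: 20 µM single concentration, DMSO 1%; Benchmarks: high control tunicamycin 10 µg/mL final, low control DMSO vehicle only; Schedule: 6 h compound exposure at 37 °C, 5% CO2; Evaluation: percent activation relative to tunicamycin reference.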
Mdm2 MdmX PPI: inhibitors of human Mdm2-MdmX association, primary screen, cell-based, luminescence, split luciferase, SaOS-2, uHTS. inhibition, % at 8 µM. AID 485346, 2010. hit rate 3% among 330,000. SaOS-2 split-luciferase Mdm2/MdmX complementation. Protein Mdm4 (Homo sapiens) + E3 ubiquitin-protein ligase Mdm2 (Homo sapiens), …;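 active = inhibition of at least 50% at 8 µM in the primary screen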
CXCR6 block: CXCR6 receptor inhibitors, primary screen, cell-based, beta-arrestin, luminescence, CHO-K1 PathHunter, 1536-well; inhibition, % at 20 µM; hit rate 0.36% among 360,000; in the data active = inhibition above about 34%, passing the limit was not always enough;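 also: antagonist mode with CXCL16 agonist at 10 nM final; 0% = 10 nM CXCL16 with DMSO and 100% = unstimulated wells without agonist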
Target sequence (O00574 whole entry, looked up): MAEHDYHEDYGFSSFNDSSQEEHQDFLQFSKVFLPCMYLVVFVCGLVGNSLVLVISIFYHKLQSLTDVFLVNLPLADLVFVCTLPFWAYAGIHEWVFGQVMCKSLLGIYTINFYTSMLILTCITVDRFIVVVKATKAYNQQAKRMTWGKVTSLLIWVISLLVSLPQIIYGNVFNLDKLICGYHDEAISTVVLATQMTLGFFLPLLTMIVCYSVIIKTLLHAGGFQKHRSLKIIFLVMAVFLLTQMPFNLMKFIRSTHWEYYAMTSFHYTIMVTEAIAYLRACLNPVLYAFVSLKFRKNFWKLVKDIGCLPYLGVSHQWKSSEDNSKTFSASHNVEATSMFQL
CCR6 antag: CCR6 receptor antagonists, primary screen, cell-based, CHO-K1, luminescence, beta-arrestin, uHTS; C-C chemokine receptor type 6 (Homo sapiens), P51684; CHO-K1 CCR6 PathHunter beta-arrestin, CCL20-stimulated; inhibition, % at 20 µM; hit rate 0.49% among 340,000; AID 493098, 2011;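 active = compounds whose inhibition of the agonist-driven luminescence signal at 20 µM reaches about 50%, limit read from the data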;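 also: cells stimulated with CCL20 at 14 nM final; plate controls were DMSO with CCL20 for no effect and DMSO without agonist for full effect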
Target sequence (P51684 whole entry, looked up): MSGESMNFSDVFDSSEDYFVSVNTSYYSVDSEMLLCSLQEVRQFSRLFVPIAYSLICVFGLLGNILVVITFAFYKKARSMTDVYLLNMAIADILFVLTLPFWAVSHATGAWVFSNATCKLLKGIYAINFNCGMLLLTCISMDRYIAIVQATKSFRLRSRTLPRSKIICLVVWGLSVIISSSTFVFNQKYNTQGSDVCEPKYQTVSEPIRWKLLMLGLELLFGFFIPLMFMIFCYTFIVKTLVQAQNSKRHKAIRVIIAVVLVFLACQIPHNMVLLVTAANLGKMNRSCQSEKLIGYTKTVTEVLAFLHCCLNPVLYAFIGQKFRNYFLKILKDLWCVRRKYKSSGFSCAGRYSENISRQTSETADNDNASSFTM
697 NFkB inh: inhibitors of PMA/ionomycin-induced NF-kB reporter, 697 cells, primary screen, B-cell NF-kB inhibitor project, cell-based, luminescence, uHTS; 697 B-cell NF-kB luciferase reporter, 16 h; hit rate 0.33% among 330,000; AID 435022, 2010; inhibition, % at 4 µM; in the data active = inhibition above about 35%
CHOP UPR activ: activators of apoptotic CHOP UPR arm, primary screen, cell-based, CHO-CHOP luciferase reporter, luminescence, uHTS | activation, % at 10 µM | AID 449763, 2010 | hit rate 0.34% among 330,000 | UPR activation; percent of tunicamycin response over DMSO baseline;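 active = at 10 µM dose, activation of 40% or more, normalized to positive control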;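 also: 100% = tunicamycin at 10 µg/mL and 0% = DMSO alone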
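measured by = luciferase luminescence | assay system = CHO-CHOP cells, stable luciferase reporter of PERK-eIF2a-CHOP signalling | amount = 500 reporter cells seeded per well | timing = 6 h compound exposure at 37 °C after overnight seeding | controls = positive tunicamycin 10 µg/mL, negative DMSO alone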
Gli-Sufu block: Gli-Sufu pathway antagonists, primary screen, luciferase luminescence, Sufu-KO-LIGHT cells, uHTS; AID 588413, 2011; inhibition, % at 5 µM; Sufu-KO-LIGHT fibroblasts, Gli luciferase reporter luminescence; hit rate 0.74% among 340,000;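 active = inhibition above about 55%, limit read from the data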;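 also: 0% = DMSO-treated cells and 100% = wells with medium but no cells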
EBI2 antag: EBI2 receptor antagonists, beta-arrestin recruitment, primary screen, cell-based, luminescence, 7a,25-OHC stimulation, uHTS; G-protein coupled receptor 183 (Homo sapiens), P32249; 7a,25-OHC stimulated; inhibition, % at 5 µM; hit rate 0.81% among 360,000; AID 651636, 2012; in the data active = inhibition above about 38%;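 also: enzyme fragment complementation signal reports receptor beta-arrestin coupling in cells; 0% = agonist plus DMSO wells and 100% = wells without agonist; some results beyond the cut were filed as inactive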
Target sequence (P32249 whole entry, looked up, the tested form may be a part): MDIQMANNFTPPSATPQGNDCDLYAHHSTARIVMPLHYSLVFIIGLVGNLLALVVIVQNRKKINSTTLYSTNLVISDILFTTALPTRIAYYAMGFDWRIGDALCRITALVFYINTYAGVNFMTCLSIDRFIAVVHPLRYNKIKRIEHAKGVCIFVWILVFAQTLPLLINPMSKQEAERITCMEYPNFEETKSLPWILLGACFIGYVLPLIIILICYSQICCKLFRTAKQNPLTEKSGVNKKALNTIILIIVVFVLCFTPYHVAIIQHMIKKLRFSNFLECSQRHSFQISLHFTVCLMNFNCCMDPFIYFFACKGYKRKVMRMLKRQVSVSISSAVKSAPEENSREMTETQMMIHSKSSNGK
Jurkat NFkB inh: inhibitors of induced NF-kB luciferase reporter, primary screen, TCR NF-kB activation inhibitor project, cell-based, luminescence, uHTS; Jurkat, PMA/ionomycin-induced NF-kB luciferase reporter; inhibition, % at 4 µM; hit rate 0.53% among 330,000; AID 435003, 2010; in the data active = inhibition above about 50%
* marks the source's active call; other numbers are inactive results; . = not tested or not shown. Outcome played no part in choosing rows. Share with any hit: about 5%.

SMILES	XBP1 UPR activ	Mdm2 MdmX PPI	CXCR6 block	CCR6 antag	697 NFkB inh	CHOP UPR activ	Gli-Sufu block	EBI2 antag	Jurkat NFkB inh
N#Cc1nc(-c2ccccc2Cl)oc1NCC1CCCO1 (configuration not stated)	0	-29	-12	4	3	1.6	-4	-3	6
O=C(Cn1c(NCCO)nc2ccccc21)c1ccco1	-4	19	0	-2	8	1.1	0	-9	-3
CC1CCN(C(=O)c2cc(N3C(=O)C4C5CCC(C5)C4C3=O)ccc2Cl)CC1 (configuration not stated)	3	11	.	.	9	-0.4	.	.	4
COc1ccc(CCNC(=O)Cn2nnc(C(=O)Nc3cccc(C)c3C)c2N)cc1OC	-4	16	2	15	12	-1.5	-10	2	-3
S=C(NC1CCCCC1)N1CCOCCOCCN(C(=S)NC2CCCCC2)CCOCCOCC1	-5	-6	13	8	-9	-2.2	3	22	12
CCCCN(C)C(=O)c1nc2ccccn2c1CN1CCC[C@H]1CO	-2	3	-3	4	10	-0.3	-9	3	-2
CCOC(=O)c1sc(=S)n(-c2cc(F)ccc2F)c1N	3	13	-1	16	13	-0.1	-3	5	0
Cc1ccc(-c2cc(C(=O)N3CCN(C(=O)c4ccco4)CC3)[nH]n2)c(C)c1	-4	23	-3	-8	1	1.6	15	21	5
CCOc1ccc(NC(=O)COC(=O)Cn2nc(C)c([N+](=O)[O-])c2C)cc1OCC	-1	12	4	9	12	-0.2	-8	0	4
O=c1oc(-c2ccccc2)nc2c1C1(CCCCC1)Cc1ccccc1-2	0	-27	2	1	10	-0.2	8	7	-1
Cc1cccc(NC(=O)CNC(=O)COc2cc(F)ccc2[N+](=O)[O-])c1C	-2	16	2	16	-2	-1.6	-4	-9	20
Clc1ccc(SCc2cc(Cl)nc(-c3ccccc3)n2)cc1	0	-5	2	15	9	0.0	6	12	2
CCOC(=O)N1CCN(c2c(NCCCOC(C)C)c(=O)c2=O)CC1	1	-4	4	5	9	0.2	-22	4	-4
CCCCCCn1c(O)c(/C=C2\C=NN=C2c2ccccc2)sc1=S	1	44	2	21	18	-0.9	3	-5	6
Cc1ccc(/C=N/NC(=O)CSc2nnc(-c3ccc(Cl)cc3)n2-c2ccc(Cl)cc2)o1	3	-1	-47	-52	-1	1.0	6	-28	-8
COc1cccc(C=N[C@@H](CO)[C@@H](O)c2ccc([N+](=O)[O-])cc2)c1O	-1	6	3	5	18	1.1	-20	-9	4
NS(=O)(=O)c1ccc(CNC(=O)CSc2ccccc2)cc1	-2	-19	3	-13	7	-0.4	-8	-9	-4
CCOC(=O)c1sc(C)c2c(=O)n(CC(=O)c3ccc(Br)cc3)nnc12	1	-4	4	11	15	0.1	1	-1	14
COc1ccc(Cc2nc(C(=O)Nc3ccc(Cl)cc3)cs2)cc1	-2	17	1	9	0	-2.9	2	2	14
CCN(CC)CCSc1nc(O)c(-c2ccccc2)c(=O)n1-c1ccccc1	1	-24	2	20	-11	-0.5	2	-9	3
COc1ccc(C(=O)COC(=O)C2CCN(c3ccc(C(F)(F)F)cn3)CC2)c(OC)c1	-1	18	-2	4	-8	0.9	-7	18	-9
O=C(CSCC(=O)N1CCCc2ccccc21)Nc1nc(-c2ccccc2)cs1	4	21	5	1	-26	1.7	-19	5	-12
CCc1ccc(-c2nn(Cc3ccccc3)cc2/C=C/C(=O)O)cc1	-5	-7	2	-7	11	-0.8	-6	-3	9
CC(C)(C)c1cc(C(=O)NNc2cc(C(F)(F)F)ccc2Cl)n(Cc2ccccc2)n1	4	29	-10	1	-75	1.7	5	2	-16
O=C(O)CCC(=O)Nc1ccc(Br)cn1	0	-6	6	9	8	0.6	-3	10	-6

Quoted from the listing:
Under CXCR6 block, CCOC(=O)c1sc(C)c2c(=O)n(CC(=O)c3ccc(Br)cc3)nnc12 has 4
Under CXCR6 block, CCOc1ccc(NC(=O)COC(=O)Cn2nc(C)c([N+](=O)[O-])c2C)cc1OCC has 4
Under CXCR6 block, CCc1ccc(-c2nn(Cc3ccccc3)cc2/C=C/C(=O)O)cc1 has 2

More structures follow:
SMILES	XBP1 UPR activ	Mdm2 MdmX PPI	CXCR6 block	CCR6 antag	697 NFkB inh	CHOP UPR activ	Gli-Sufu block	EBI2 antag	Jurkat NFkB inh
O=C1c2ccccc2C(=O)N1CNc1ccccc1	-1	-21	-5	2	-28	-1.0	9	-2	0
COc1ccccc1NC(=O)/C=C1\NC(=O)CS1	2	9	6	4	17	0.1	-12	-6	3
Cc1ccccc1S(=O)(=O)N1C[C@H]2CON(C)[C@H]2C[C@H]1c1cccc(Br)c1	.	.	1	-5	.	.	1	-6	.
COC(=O)COc1ccc2c(c1)O/C(=C\c1ccco1)C2=O	3	22	-2	3	7	1.9	8	5	18
Cc1nc(C)c(-c2ccnc(/N=C/NO)n2)s1	3	3	-2	6	1	-0.4	-17	-11	-1
COc1cccc(CNCc2ccccc2OC)c1	-3	3	-1	-1	4	-2.1	29	-5	-6
O=C(COc1ccc(Cl)cc1Br)Nc1ccncc1	-4	-16	-3	12	-3	4.6	-13	7	-41
O=C(NCc1cccnc1)c1cccc(NC(=O)c2ccco2)c1	0	-1	-5	-3	-26	-0.4	17	-17	2
O=C(c1nnc(-c2ccncc2)o1)c1ccccc1Cl	-1	-1	3	-11	4	4.5	-2	-12	-5
COc1ccc(NS(=O)(=O)c2ccc(C)c(NC(=O)CN3C(=O)NC4(CCCC4)C3=O)c2)cc1	-1	8	-11	-4	-1	0.8	-5	0	-12
CCc1ccccc1OCCCN1CCCC1	-4	-5	4	17	8	2.0	21	-9	13
O=c1c2[nH]c3ccc(F)cc3c2nc2n1CCS2	2	-21	-4	1	9	0.5	5	6	-13
COC1C(C)=C(C)C(=O)N1Cc1ccccc1 (configuration not stated)	-6	-7	-4	6	-2	0.8	-6	-3	2
CCOc1ccc(NC(=O)/C(=C\c2ccc(OC(C)=O)c(OC)c2)NC(C)=O)cc1	-3	26	-6	8	-41	-0.4	5	-10	24
COc1ccc(S(=O)(=O)N2CCCCC2)cc1NC(=O)c1[nH]c(C)c(C(C)=O)c1C	3	82*	3	4	28	0.8	36	7	-13
COc1ccc(C(=O)COC(=O)C2CC3CCCC(C2)C3=O)cc1Br (configuration not stated)	-1	-18	-4	6	4	1.1	-8	-5	17
O=C(CSc1ccccc1)Nc1ccc(N2CCOCC2)cc1	0	-21	-3	-1	15	3.2	-23	-7	-6
COc1cccc(-c2noc(Cn3nc(C(=O)O)c4ccccc4c3=O)n2)c1	-6	3	4	12	1	2.2	-12	-15	1
Cc1cccc(OCC(=O)Nc2cc(C)on2)c1	3	-24	-7	-4	21	0.8	-57	-2	-7
CSc1n[nH]c(=O)n1-c1cccc(Cl)c1	-1	19	-3	-3	15	-1.1	9	5	12
O=C(CNC(=O)c1ccccc1F)Nc1ccc2c(c1)OCO2	4	-32	0	4	-44	3.7	-38	-20	-1
C=C(C)c1cccc(C(C)(C)NC(=O)NCc2cccnc2)c1	0	-13	-2	-10	2	1.1	1	1	0
Cn1c(C(=O)Nc2ccccc2)cc2sccc21	1	-27	2	16	-39	2.5	-18	1	-85
Cc1ccsc1-c1nc(CSCC(=O)N2CCN(c3ccccc3)CC2)c(C)o1	-3	24	5	3	2	0.8	46	8	11
CCOC(=O)c1ccccc1NC(=O)CSc1nc2ccccc2o1	2	-28	4	19	-19	2.4	-9	4	-67

Other structures follow.
SMILES	XBP1 UPR activ	Mdm2 MdmX PPI	CXCR6 block	CCR6 antag	697 NFkB inh	CHOP UPR activ	Gli-Sufu block	EBI2 antag	Jurkat NFkB inh
CC1CCN(C(=O)Cn2ncc3c([nH]c4ccccc43)c2=O)CC1	-5	-21	-4	3	9	0.1	-9	-3	12
CCC1=Nc2ccccc2-c2nnc(SC)nc2O1	-4	20	-6	-5	21	-0.6	6	-12	-3
CC(C)N(C)C1CCN(C(=O)Nc2ccc(Cl)c(Cl)c2)CC1	0	8	-1	-4	20	1.2	-7	-10	9
c1ccc(Nc2nc(-c3ccccc3)ns2)cc1	2	-255	-5	5	-228	5.3	-85	46*	-190
C=CCc1cc(Cl)ccc1OC(=O)Nc1cccc(Cl)c1	1	9	-1	4	18	1.4	-2	0	5
COc1ccc(CNCCNC(=O)c2cccs2)cc1OC	4	-7	4	-5	7	3.7	7	2	-8
COc1cc(C=O)c(Br)cc1OCC(=O)NCCc1ccccc1	1	-12	4	4	-35	0.4	4	-1	-6
O=C(O)CCCCCCCCCCCNC(=O)NC12CC3CC(CC(C3)C1)C2	0	-10	-7	1	-37	2.9	-10	-4	8
CCOC(=O)c1ccc(NC(=O)N2CCN(c3ccccc3OC)CC2)cc1	-1	28	1	13	-3	-0.8	6	2	4
O=C(NC(=S)N1CCN(c2ccc([N+](=O)[O-])cc2)CC1)c1ccc(F)cc1	1	-7	38	30	-1	-0.6	-5	1	-4
C=CCn1c(SCc2nc3ccccc3nc2C)nnc1-c1ccoc1C	-1	-18	6	16	17	-2.3	-3	20	0
C=CCSc1n[nH]c2nc3c(c(=O)n12)C1(CCCC1)Cc1ccccc1-3	-3	21	-5	-17	16	-0.2	6	7	10
O=C(CSc1nnc(Cc2ccccc2)n1C1CCCCC1)N1CCOCC1	1	2	-2	1	-5	2.3	-13	8	-17
CCN(CC(=O)Nc1ccc(NC(C)=O)cc1)C(=O)C1CCC1	-1	9	4	6	11	3.7	-2	-3	6
O=c1c2ccccc2nnn1CSc1ccc2ccccc2n1	0	-2	7	15	-4	0.5	-5	-25	9
COc1ccc(-c2csc(=NCCO)n2-c2ccccc2)cc1	.	.	-10	18	.	.	-11	12	.
O=C1N(c2cccc(Cl)c2)C(c2ccccc2)N2CCCN12 (configuration not stated)	-3	0	5	12	8	0.0	-1	13	-8
CCN(CC)S(=O)(=O)c1cccc(C(=O)N/N=C(\C)c2ccc(O)cc2O)c1	0	73*	-4	-10	5	0.0	-4	4	25
CCn1nnnc1SCC(=O)c1ccc(NC(C)=O)cc1	0	-4	4	-19	24	-0.2	-7	-8	-3
COCCn1c(SCC(=O)NCCc2ccccc2)nc2c([nH]c3ccccc32)c1=O	-1	47	-2	22	-2	1.5	-2	-1	-1
Clc1cccc(-c2nn3c(Cn4cnc5ccccc54)nnc3s2)c1	-1	6	-2	17	-6	-3.0	15	7	-12
CNC(=O)Nc1cccc(NC(=O)NC)n1	-3	-1	-4	20	29	0.3	5	-4	5
CC(O)CNCCNCc1cccs1 (configuration not stated)	1	-34	6	9	9	0.8	3	-9	-1
O=C(CNC(=O)c1cnccc1C(F)(F)F)c1cccc(Cl)c1	-1	-20	-8	8	-32	-1.9	-9	4	-24
CCOc1cc(C(=O)NC(=S)Nc2cccnc2)cc(OCC)c1OCC	-1	12	18	28	-28	-3.1	0	9	-2
Cn1c(NCCCO)nc2c1c(=O)n(Cc1ccccc1F)c(=O)n2C	-2	4	-1	1	22	1.5	6	-3	1
